# Bioassay records as filed in PubChem.
# TAG inh – inhibitors of triacylglycerol accumulation, primary screen, cell-based, uHTS, fluorescence, H9c2; inhibition, % at 12.5 µM; H9c2 cells, Nile Red lipid (TAG) fluorescence; cells loaded with 200 µM oleic acid; 230,000 tested, 0.66% active; AID 651582, 2012;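 active = pattern-corrected inhibition of lipid staining of at least 50% with the nuclear-stain viability signal not falling by more than 50%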;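 note: 0% = DMSO wells and 100% = triacsin C control wells; some results filed as inactive read as strong as hits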
# TAG inh DAPI viability – further read-out of TAG inh, marked with its call; DAPI nuclei signal change (viability), lower = more cytotoxic, %;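 whole-well DAPI fluorescence read on a plate reader as a viability signal; minus 50 percent equals half of cells still viable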
# An asterisk follows results filed as active.
SMILES	TAG inh	TAG inh DAPI viability
Cc1cccc(NC(=O)CN2C(=O)C(C)Oc3ccccc32)n1 (stereo not given)	2	-1
CC1Cc2ccccc2N1CC(=O)NC(=O)NC(C)(C)C (stereo not given)	-40	-9
CNC(=S)Nc1ccc(OC(F)(F)F)cc1	-2	-4
O=c1c2ccccc2on1-c1ccccc1	5	-7
O=C(c1ccc(F)cc1)N1CCC(N2CCOCC2)CC1	-3	-3
COCC(C)NCc1ccc(OC)c(Br)c1 (stereo not given)	6	-8
CCc1nnc(NC(=O)c2c(C)nn(-c3ccccc3)c2Cl)s1	10	-7
O=C(NCc1ccc(OC(F)(F)F)cc1)C1CCC(=O)N(C2CC2)C1 (stereo not given)	5	1
CCOc1ccccc1C1c2cc3c(cc2OC(C)(N2CCCC2)C1C)OCO3 (stereo not given)	-12	4
N#Cc1c(N)c(C(=O)c2ccccc2)n2ccccc12	7	1
CCCCc1ncc(CN2CCN(Cc3ccc(C)cc3)C(CCO)C2)[nH]1 (stereo not given)	4	8
O=C(Cc1ccc([N+](=O)[O-])cc1)Nc1ccc(Cl)cc1	-17	-11
CSc1ccccc1CNC(=O)C1(C)CCCN1CC(C)C (stereo not given)	-8	11
COc1ccc(NC(=O)N2CCc3ccccc32)cc1	-18	-10
Cc1cccc(NC(=O)CCC(=O)N/N=C/c2cccnc2)c1	-7	-6
CCOC(=O)Cc1nnc(-c2ccccc2)o1	-3	-10
CCOC(=O)c1c(C)[nH]c(C2=NNC(=NC3CC3)SC2)c1C	-12	2
Cc1cccnc1NC(=O)c1ccco1	6	4
CN1CCN(CC#CC(C)(O)C2CC3C=CC2C3)CC1 (stereo not given)	4	6
CCC(=O)N1CCc2cc(S(=O)(=O)NCCCOC)ccc21	-34	7
O=C(OC1CCOC1=O)c1ccc(N2CCCC2)c([N+](=O)[O-])c1 (stereo not given)	-12	9
Cc1ccnc(NC(=O)CNC(=O)c2ccc(C)s2)c1	6	1
O=C(CCc1ccccc1)N/N=C/c1cccc(O)c1	-9	9
Cc1[nH]c2ccccc2c1CCNC(=O)c1c(N)no[n+]1[O-]	0	1
CCN(CC)S(=O)(=O)c1ccc(NC(=O)COC(=O)CNS(=O)(=O)/C=C/c2ccccc2)cc1	10	-11
COc1cc(C(=O)Nc2ccccc2C(=O)Nc2ccccn2)cc(OC)c1OC	25	-22
COCc1ccc(C(=O)N2CCCC(N3CCN(c4ccc(F)cc4)CC3)C2)o1 (stereo not given)	13	-5
COC(=O)c1nnc(-c2ccccc2)nc1OC	-9	9
COc1ccc(C2=NOC(C(=O)Nc3c(C)n(C)n(-c4ccccc4)c3=O)C2)cc1OC (stereo not given)	-7	-2
Cc1ccc(C(=O)NCc2ccncc2)cc1S(=O)(=O)N1CCCCC1	-10	38
Cn1nc(C2CC2)cc1NC(=O)C1(C)CCN1C(=O)CC(c1ccccc1)c1ccccc1 (stereo not given)	5	3
CC1(CCc2ccccc2)NC(=O)N(Cc2nnc(-c3ccccc3Br)o2)C1=O (stereo not given)	21	-7
CCOC(=O)C1=CN2CCC[C@H]2CC1=O	8	2
COc1ccc(NC(C)=O)c(C)c1	-5	9
O=C(CSc1nnc(CNC(=O)c2c(F)cccc2F)o1)NCc1ccc2c(c1)OCO2	31	-3
COc1cc(CNCCc2ccccc2)ccc1OCC(=O)NC(C)(C)C	14	-3

# Record cards, as listed above.
# CCN(CC)S(=O)(=O)c1ccc(NC(=O)COC(=O)CNS(=O)(=O)/C=C/c2ccccc2)cc1 is listed with TAG inh: 10; TAG inh DAPI viability: -11
# Cn1nc(C2CC2)cc1NC(=O)C1(C)CCN1C(=O)CC(c1ccccc1)c1ccccc1 (stereo not given) is listed with TAG inh: 5; TAG inh DAPI viability: 3
# COc1ccc(NC(C)=O)c(C)c1 is listed with TAG inh: -5; TAG inh DAPI viability: 9

# New compounds follow.
SMILES	TAG inh	TAG inh DAPI viability
COc1ccc(O)c(/C=N/N2CCOCC2)c1	2	1
CC(=O)CCS(=O)(=O)c1ccc(C)c(C)c1	12	1
CC(C)N1C(=O)CCN(C=O)c2ccccc21	2	-1
CCOC(=O)C1=C(N)Oc2cc(C)n(C)c(=O)c2C1c1ccncc1 (stereo not given)	-10	-2
Cc1cc(C)c(C)c(OCC(=O)N2CCCCCC2)c1	-6	-6
CC(NC(=O)CCC(=O)c1ccccc1)c1ccc(F)cc1 (stereo not given)	3	4
NS(=O)(=O)c1ccc(O)c(NC(=O)c2ccc([N+](=O)[O-])cc2)c1	-6	4
Cn1nccc1C(=O)Nc1nnc(C2CC2)s1	1	8
CC(=O)c1cccc(-c2ccc3c(c2)C(C)(Cc2ccc(S(C)(=O)=O)cc2)C(=O)N3)c1 (stereo not given)	-4	7
Cc1ncoc1C(=O)N1CCCC(C(=O)c2ccc(-c3ccccc3)cc2)C1 (stereo not given)	-1	1
Clc1ccc(-c2ccccc2)cn1	-8	0
Nn1c(SCC(=O)NCc2ccc3c(c2)OCO3)nnc1C(F)(F)F	-5	2
O=C(NCC(=O)N1CCN(C(=O)c2ccco2)CC1)c1ccccc1	-12	7
COc1ccc(N2CCN(c3oc(COc4ccccc4)nc3C#N)CC2)cc1	-11	1
COc1ccccc1Nc1nc(NCC2CCCO2)c2ccccc2n1 (stereo not given)	-5	23
N#Cc1ccc(OCC(=O)N/N=C/C2CC=CCC2)cc1 (stereo not given)	-29	12
CC1CN(C(=O)CCC(=O)NCc2ccc(F)cc2)c2ccccc2S1 (stereo not given)	2	0
CN(C(=O)c1cnccn1)c1nnc(-c2cnccn2)s1	9	-10
CC(=O)C1=C(O)C(=Cc2ccccc2)OC1=O	-4	-1
COc1cccc(/C=N/NC(=O)c2cnccn2)c1OC	13	1
COc1ccc(NC(=O)Nc2cccc3c2O[C@@H](CN(C)CC2CCCCC2)[C@@H](C)CN([C@H](C)CO)C3=O)cc1	35	-13
O=C1NC[C@@H](Cc2cccc3ccccc23)N(CCc2cc(C(F)(F)F)cc(C(F)(F)F)c2)C1=O	6	1
CCN(CC)C(=O)c1sc2nc(Cc3ccccc3)[nH]c(=O)c2c1C	8	3
C[C@H]1CCCCO[C@H](CN(C)Cc2ccc(C(=O)O)cc2)[C@@H](C)CN([C@@H](C)CO)C(=O)c2cc(NS(=O)(=O)c3cn(C)cn3)ccc2O1	21	10

# An excerpt of these results, with each value named.
> N#Cc1ccc(OCC(=O)N/N=C/C2CC=CCC2)cc1 (stereo not given)
  TAG inh = -29
  TAG inh DAPI viability = 12

> CC1CN(C(=O)CCC(=O)NCc2ccc(F)cc2)c2ccccc2S1 (stereo not given)
  TAG inh = 2
  TAG inh DAPI viability = 0

> CN(C(=O)c1cnccn1)c1nnc(-c2cnccn2)s1
  TAG inh = 9
  TAG inh DAPI viability = -10

> CC(=O)C1=C(O)C(=Cc2ccccc2)OC1=O
  TAG inh = -4
  TAG inh DAPI viability = -1

# The list continues:
SMILES	TAG inh	TAG inh DAPI viability
COCCNC(=O)C1CCCN(S(=O)(=O)c2c(C)noc2/C=C/c2cccs2)C1 (stereo not given)	-32	6
O=C(O)Cc1ccc(NC(=O)c2ccc(Cl)c(Cl)c2)cc1	0	-6
Cc1ccc(S(=O)(=O)NCC(=O)OCC(=O)NCc2ccco2)cc1	-11	1
CC1(C(=O)O)CCCN(C(=O)c2cccnc2Oc2ccccc2)C1 (stereo not given)	2	-4
COc1ccc(C)cc1-n1c(SCC(=O)Nc2cc(C)on2)nc2sc(C)c(C)c2c1=O	22	-2
Cc1cc(C)cc(NC(=O)c2ccccc2CC[N+](=O)[O-])c1	0	-7
O=C(O)c1ccc2c(c1)-c1nc3ccccc3n1C2=O	-4	8
CCOC(=O)c1cc2c(=O)[nH]ccc2nc1C(F)(F)F	2	-4
COc1ccc(C(CNC(=O)C(=O)Nc2ccc3c(c2)OCO3)N2CCN(C)CC2)cc1 (stereo not given)	-2	12
CCC(C)NC(=S)Nc1ccc2nc(N3CCN(CC)CC3)cc(C)c2c1 (stereo not given)	3	-3
Cc1ccc(C)c(-n2c(CNC(=O)c3ccco3)nnc2SCC(=O)N2CCc3ccccc32)c1	3	2
CCn1c(=O)c2c(nc3n2CC(C)CN3CCc2ccccc2)n(C)c1=O (stereo not given)	-117	6
c1cncc(-c2ccc3[nH]ccc3c2)c1	-26	-5
CN1CCN(C(=O)c2ccccc2NC(=O)c2ccccc2)CC1	-3	-3
COc1cccc(NC(=O)CN(C)C(=O)c2cc(-c3ccccc3)nn2-c2ccccc2)c1	-3	-1
O=C(Nc1nnc([C@@H]2O[C@H](CO)[C@@H](O)[C@H]2O)s1)Nc1ccccc1C(F)(F)F	1	-7
O=C1CCNc2c(Cl)cccc21	7	-1
COc1ccc(/C=C/C(=O)OCC(=O)NCCC2=CCCCC2)cc1	3	-4
N/C(=N\S(=O)(=O)c1cc(C(F)(F)F)cc(C(F)(F)F)c1)c1ccc(Cl)cc1	-25	13
COc1ccc(-c2nnc(SCC(=O)Nc3cc(C)on3)o2)cc1	2	-1
Cc1cccc(OCCNS(=O)(=O)c2ccc(Cl)cc2)c1	-27	-7
COc1cc(O)c(C(CCN2CCOCC2)c2cc(OC)c(OC)c(OC)c2)c(OC)c1 (stereo not given)	0	10
CCn1cc(C(=O)N2CCOCC2)c(=O)c2cc(S(=O)(=O)N(C)C)ccc21	-12	-4
O=C(COC(=O)c1ccc(Cl)c(S(=O)(=O)N2CCCCC2)c1)NCC1CCCO1 (stereo not given)	13	1
CC(NC(=O)c1cccc(S(=O)(=O)N2CCc3ccccc3C2)c1)c1ccco1 (stereo not given)	22	-2
CCC1(c2ccccc2)NC(=O)N(CC(=O)Nc2cc(Cl)ccc2N2CCOCC2)C1=O (stereo not given)	13	-7
CC(C)CCNC(=O)C1CC(c2ccccc2[N+](=O)[O-])=NO1 (stereo not given)	-14	-5
O=C(COc1ccc(S(=O)(=O)N2CCCC2)cc1)Nc1ccc2c(c1)OCCO2	6	-4
Cc1ccc(CNC(=O)c2ccc(N3CCC4(CC3)CC(c3ccccc3)=NO4)c(NC(=O)c3ccc(Cl)c([N+](=O)[O-])c3)c2)cc1	51*	-10*
C[C@@H]1CC=C[C@H]2[C@H]1C(=O)N(Cc1ccccc1)[C@H]2c1ccc(F)c(/C=C/c2ccccc2)c1	-2	10
COc1ccc(CCC(=O)N2CCN(S(=O)(=O)c3ccc(OC)cc3)CC2)cc1	-7	2
COCCCNC(=O)c1cc(S(=O)(=O)NCCCN2CCCC2=O)ccc1Cl	-23	2
O=S(=O)(Nc1ccc(F)cc1)c1ccc(S(=O)(=O)N2CCOCC2)cc1	5	5
O=C(NCc1ccccn1)C1CCN(S(=O)(=O)c2ccccc2)CC1	10	-5
CCc1ccccc1NC(=O)c1cnc2scc(C)n2c1=O	18	-1
O=C(CSc1ccccc1F)Nc1ccc(N2CCOCC2)cc1	-11	7
COc1ccc(CCC(C)N2CCC(Oc3ccc(C(=O)N4CCCC4)cc3)CC2)cc1 (stereo not given)	10	2
COc1ccc(C(=O)NCC(C)(c2ccccc2)c2ccccc2)cc1S(=O)(=O)N1CCOCC1	8	-7
CCOc1ccc(NC(=O)Cn2nnc(C(=O)NCc3ccccc3OC)c2N)cc1	-32	-2
O=C(c1ccc(COCC(F)(F)F)o1)N1CCCCCC1	-9	5
O=C(CSc1nc2ccccc2c(=O)n1-c1ccc(Cl)cc1)c1ccco1	-37	5
CN1CCN(C(=S)C(=O)Nc2ccccc2)CC1	1	-3
CCOC(=O)c1nnc(-c2ccc(C)cc2)nc1Oc1ccccc1Cl	-20	0
CN(C)S(=O)(=O)N1CCN(CC(O)COc2ccc(-c3ccccc3)cc2)CC1 (stereo not given)	-15	2
Cc1cc(=O)[nH]c(Nc2cccc(C(F)(F)F)c2)n1	-6	0
CC(C)C(=O)NC(=O)[C@@H]1CCCN1C(=O)/C=C/c1ccccc1	3	-3
COc1ccc(S(=O)(=O)N(C)C)cc1NC(=O)Cc1ccc(S(=O)(=O)N2CCOCC2)s1	2	-4
O=C(Nc1cccc(S(=O)(=O)N2CCOCC2)c1)c1ccc2ccccc2n1	8	2
Brc1ccc(-c2nn3c(-c4ccccn4)nnc3s2)o1	-13	12
COC(=O)C1=C(C)Nc2ncnn2C1c1ccc(C)o1 (stereo not given)	-6	-4
CC1(C)CC(=O)C=C(Nc2ccc(O)cc2)C1	23	-34
COC(=O)C1=C(C)N=c2s/c(=C/c3cccs3)c(=O)n2C1c1ccc(F)cc1 (stereo not given)	9	0
C/C(=N/NS(=O)(=O)c1ccc(C)cc1C)c1c[nH]c2ccccc12	8	-6
CCN(CC)C(=O)c1ncn(C)c1C(=O)N(CC)CC	12	-1
COc1ccc(-c2ccc(C(=O)NCc3ccccc3)c3occc23)c(C)c1	-15	0
O=C(NCc1ccco1)C1CCCN(S(=O)(=O)c2ccc(-n3cnnn3)cc2)C1 (stereo not given)	-10	-5
COc1ccc(NC(=O)CN(C)C(=O)c2cc3c(cc2Cl)N2CCCCCC2=NS3(=O)=O)cc1	15	1
COc1ccc(N/N=C/c2c(C(=O)O)ccc3ccccc23)cc1	49	-33
Cc1cccc(N2CCN(C(=O)c3ccncc3)CC2)c1C	-8	4
COC(=O)CSc1nnc(CNC(=O)c2ccccc2F)n1-c1ccccc1	-9	9
O=C(NCc1ccccc1)c1c(F)c(F)c(F)c(F)c1F	13	-7

# A portion of the library; count on the stated rates, not on these rows.
